C2C12 statin = suppressors of statin myotoxicity in C2C12 myotubes, primary screen, cell-based, single point, plate reader; C2C12 myotubes + simvastatin, ATP luminescence, 48 h; scaled: DMSO 0, geranylgeraniol control 100; AID 602340, 2012; actives 0.78% (n = 330,000); rescue of ATP level, % at 7.49 µM;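 active means mean ATP rescue above about 67%, or every replicate alone reaching that limit, limit read from the data, passing the limit was not always enough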;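 further: myotubes were challenged with 10 µM simvastatin during compound exposure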
SIRT5 block = SIRT5 desuccinylase inhibitors, primary screen, biochemical, fluorescence imaging, single point, set 5; inhibition, % at 15 µM; NAD-dependent protein deacylase sirtuin-5, mitochondrial (Homo sapiens), Q9NXA8; Purified SirT5, succinyl-peptide AMC, trypsin-coupled fluorescence; AID 652115, 2013; actives 1.1% (n = 330,000); in the data active means inhibition above about 15%
Target sequence (Q9NXA8 whole entry, looked up): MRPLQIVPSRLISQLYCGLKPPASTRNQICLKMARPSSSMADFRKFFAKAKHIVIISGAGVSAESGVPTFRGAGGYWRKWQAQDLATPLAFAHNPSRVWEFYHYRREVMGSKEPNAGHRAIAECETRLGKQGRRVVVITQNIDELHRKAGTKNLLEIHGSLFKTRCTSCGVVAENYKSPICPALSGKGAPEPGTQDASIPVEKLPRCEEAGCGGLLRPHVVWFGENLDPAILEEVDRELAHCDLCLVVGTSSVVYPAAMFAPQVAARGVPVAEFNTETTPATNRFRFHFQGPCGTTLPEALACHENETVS
E-selectin induc = E-selectin induction in HUVECs, primary screen, imaging, HUVEC, immunofluorescence imaging, single point; P16581; normalized: neutral wells 0, TNF-alpha wells 100; activation, % at 7.58 µM; actives 0.37% (n = 260,000);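 active means mean E-selectin-positive cell signal at least 10% of the positive control, reached in at least 60% of replicates, without over 20% cell loss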;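 further: in these data hits start at about 27%; measured in HUVEC primary endothelial cells; signal is the percent of cells scored E-selectin positive by PE staining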
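Test system – human umbilical vein endothelial cells (HUVEC), E-selectin induction · Input – 3,000 HUVEC seeded per well · Buffer or medium – EGM-2, gelatin · Compound dosing – single-point compound dose · Detection – immunofluorescence imaging · Measure – percent E-selectin-positive cells · Controls – TNF-alpha high, DMSO low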
S100A4 inh HTS = inhibitors of S100A4-myosin IIA peptide binding, primary screen, biochemical, fluorescence polarization, TAMRA-MyoIIA peptide; inhibition, % at 10.7 µM; actives 0.14% (n = 360,000); AID 652163, 2013;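 active means mean inhibition of at least 70% across replicates, with every replicate also reaching that level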
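System – human S100A4 monomer protein, biochemical binding assay · Buffer or medium – Calcium-containing HEPES buffer, pH 7.2 · Timing – 5 min between mix addition and reading · Also added – TAMRA-labelled myosin IIA heavy-chain peptide probe, 5 nM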
DENV2 CPE = inhibitors of DENV2 cytopathic effect, primary screen, cell-based, plate reader, single concentration | DENV2-infected cells, cytopathic effect rescue | CPE inhibition, % at 9.99 µM | actives 1.7% (n = 350,000) | AID 651640, 2012; in the data active means CPE inhibition above about 20%, passing the limit was not always enough; tested in BHK-21 cells;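 further: 0% = median of neutral control wells and 100% = median of positive control wells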
ERp5 block = inhibitors of ERp5-driven insulin aggregation, primary screen, biochemical, turbidity, absorbance 650 nm, single point. Protein disulfide-isomerase A6 (Homo sapiens), Q15084. 90 min. inhibition, % at 9.99 µM. actives 0.05% (n = 350,000). AID 651711, 2012;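 active means mean replicate inhibition above about 25%, with every replicate also reaching it, limit read from the data, passing the limit was not always enough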
PglD DTNB = C. jejuni PglD acetyltransferase inhibitors, primary screen, biochemical, DTNB colorimetric, single point. UDP-N-acetylbacillosamine N-acetyltransferase PglD (Campylobacter jejuni). purified PglD enzyme, DTNB colorimetric CoA detection. inhibition, % at 12.5 µM. actives 0.098% (n = 360,000); in the data active means inhibition above about 16%, passing the limit was not always enough; further: strong numbers were not always called active
Numbers without * were called inactive; · = not tested or not shown. An excerpt. The share of hits here may be higher or lower than overall.

Letters – A = C2C12 statin; B = SIRT5 block; C = E-selectin induc; D = S100A4 inh HTS; E = DENV2 CPE; F = ERp5 block; G = PglD DTNB
O=C(Cc1ccccn1)N1CCCCN2[C@H](CO)[C@H](c3ccc(C#Cc4ccccc4)cc3)[C@@H]2C1
  A: ·	B: 1	C: -0.4	D: -4	E: -2	F: -2	G: 0
Fc1ccc(C2=CCN(C(c3ccc(Cl)cc3)c3nnnn3Cc3ccccc3)CC2)cc1 (stereo not given)
  A: ·	B: -7	C: ·	D: -4	E: 1	F: 8	G: ·
CCn1ccnc1CN1CCCC(C(=O)c2cc(F)ccc2OC)C1 (stereo not given)
  A: -11	B: 0	C: ·	D: -14	E: -1	F: 7	G: 0
OC(CN1CCC(c2c[nH]c3ccccc23)CC1)C(F)(F)F (stereo not given)
  A: 7	B: -13	C: 0.4	D: -19	E: 7	F: 1	G: 5
CCC(N)Cc1c[nH]c2ccccc12 (stereo not given)
  A: 7	B: 1	C: 0.2	D: 7	E: 13	F: 3	G: -3
CN(C)Cc1c[nH]c2ccc([N+](=O)[O-])cc12
  A: -10	B: ·	C: 1.0	D: -2	E: 0	F: 3	G: -2

Three structures from above, sorted by molecular weight, high to low:
Letters – A = C2C12 statin; B = SIRT5 block; C = E-selectin induc; D = S100A4 inh HTS; E = DENV2 CPE; F = ERp5 block; G = PglD DTNB
Fc1ccc(C2=CCN(C(c3ccc(Cl)cc3)c3nnnn3Cc3ccccc3)CC2)cc1 (stereo not given)
  A: ·	B: -7	C: ·	D: -4	E: 1	F: 8	G: ·
OC(CN1CCC(c2c[nH]c3ccccc23)CC1)C(F)(F)F (stereo not given)
  A: 7	B: -13	C: 0.4	D: -19	E: 7	F: 1	G: 5
CN(C)Cc1c[nH]c2ccc([N+](=O)[O-])cc12
  A: -10	B: ·	C: 1.0	D: -2	E: 0	F: 3	G: -2

Compounds shown so far with a halogen:
Letters – A = C2C12 statin; B = SIRT5 block; C = E-selectin induc; D = S100A4 inh HTS; E = DENV2 CPE; F = ERp5 block; G = PglD DTNB
Fc1ccc(C2=CCN(C(c3ccc(Cl)cc3)c3nnnn3Cc3ccccc3)CC2)cc1 (stereo not given)
  A: ·	B: -7	C: ·	D: -4	E: 1	F: 8	G: ·
CCn1ccnc1CN1CCCC(C(=O)c2cc(F)ccc2OC)C1 (stereo not given)
  A: -11	B: 0	C: ·	D: -14	E: -1	F: 7	G: 0
OC(CN1CCC(c2c[nH]c3ccccc23)CC1)C(F)(F)F (stereo not given)
  A: 7	B: -13	C: 0.4	D: -19	E: 7	F: 1	G: 5

Screening data deposited in PubChem by Broad Institute.
